# LYPLA2 counter = LYPLA2 (human) inhibition in PME1 counter-screen; recombinant LYPLA2, FP-Rh probe fluorescence polarization; inhibition, % at 5.9 µM; 320,000 compounds, 0.38% hits; AID 2177;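 active = inhibition above the screen-wide mean plus 3 SD, limit set per campaign, cut at about 26% in these data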;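 note: 0% = LYPLA2 with DMSO and 100% = wells lacking LYPLA2 enzyme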
# Target sequence (O95372 whole entry, looked up): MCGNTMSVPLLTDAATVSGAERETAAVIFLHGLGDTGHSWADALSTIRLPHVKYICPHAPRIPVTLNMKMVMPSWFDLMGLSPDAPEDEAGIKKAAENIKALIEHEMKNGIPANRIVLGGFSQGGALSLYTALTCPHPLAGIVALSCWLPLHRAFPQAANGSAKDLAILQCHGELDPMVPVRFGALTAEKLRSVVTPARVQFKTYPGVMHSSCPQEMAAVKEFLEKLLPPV
# GSTO1 inh = counter-screen for RBBP9 inhibitors: inhibitors of human GSTO1. P78417. recombinant GSTO1, activity-based probe fluorescence polarization. inhibition, % at 5.96 µM. 300,000 compounds, 1.1% hits;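 active = inhibition above the campaign mean inhibition plus 3 SD, cut at about 35% in these data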;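 note: 0% = GSTO1-1 with DMSO and 100% = wells lacking GSTO1-1 enzyme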
# Target sequence (P78417 whole entry, looked up): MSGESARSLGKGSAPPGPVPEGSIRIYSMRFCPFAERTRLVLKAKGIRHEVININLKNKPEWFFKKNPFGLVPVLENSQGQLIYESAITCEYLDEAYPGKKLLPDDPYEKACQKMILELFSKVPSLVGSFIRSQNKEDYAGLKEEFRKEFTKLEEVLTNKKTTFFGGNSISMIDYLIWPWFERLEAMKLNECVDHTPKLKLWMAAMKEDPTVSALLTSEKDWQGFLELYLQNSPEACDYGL
# PAFAH2 inh = PAFAH2 (human) inhibition. recombinant PAFAH2, FP-rhodamine activity probe, fluorescence polarization. inhibition, % at 3.39 µM. 340,000 compounds, 0.99% hits;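 active = inhibition above the mean over all tested compounds plus 3 SD, cut at about 30% in these data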;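 note: inhibitors block probe labeling of enzyme so polarization drops; 0% = enzyme with DMSO and 100% = wells lacking PAFAH2 protein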
# PAFAH1B2 FP inh = blocks human PAF acetylhydrolase 1b catalytic subunit 2; recombinant PAFAH1B2, FP-rhodamine activity probe, fluorescence polarization; inhibition, % at 3.39 µM; 340,000 compounds, 1.2% hits;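 active = inhibition above the mean of all tested compounds plus 3 SD, cut at about 24% in these data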;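 note: 0% = enzyme with DMSO and 100% = wells lacking PAFAH1B2; many of its hits are not listed in these tables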
# Target sequence (P68402 whole entry, looked up): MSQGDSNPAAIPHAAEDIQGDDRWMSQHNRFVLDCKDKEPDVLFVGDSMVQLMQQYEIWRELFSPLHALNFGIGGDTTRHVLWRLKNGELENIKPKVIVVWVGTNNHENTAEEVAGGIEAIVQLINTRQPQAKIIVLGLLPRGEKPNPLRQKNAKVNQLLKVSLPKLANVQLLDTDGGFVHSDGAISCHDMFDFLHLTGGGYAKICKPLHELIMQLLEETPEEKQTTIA
# PAD4 inh = PAD4 (human) enzyme inhibition. Q9UM07. recombinant PAD4, RCA probe fluorescence polarization. inhibition, % at 6.36 µM. 330,000 compounds, 0.41% hits. AID 485272;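 active = percent inhibition above a cutoff equal to the mean of all tested compounds plus 3 SD, cut at about 15% in these data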;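 note: 0% = PAD4 with RCA probe and DMSO and 100% = probe without PAD4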
# LYPLA1 inh = blocks human lysophospholipase 1, a PME1 counter-screen; inhibition, % at 5.9 µM; recombinant LYPLA1, FP-Rh probe fluorescence polarization; AID 2174; 320,000 compounds, 0.16% hits; O75608;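 active = inhibition above the mean of all tested compounds plus 3 SD, set per campaign, cut at about 14% in these data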;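 note: inhibitors block serine hydrolase probe labeling of LYPLA1 so polarization falls; 0% = enzyme with DMSO and 100% = wells lacking LYPLA1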
# Target sequence (O75608 whole entry, looked up): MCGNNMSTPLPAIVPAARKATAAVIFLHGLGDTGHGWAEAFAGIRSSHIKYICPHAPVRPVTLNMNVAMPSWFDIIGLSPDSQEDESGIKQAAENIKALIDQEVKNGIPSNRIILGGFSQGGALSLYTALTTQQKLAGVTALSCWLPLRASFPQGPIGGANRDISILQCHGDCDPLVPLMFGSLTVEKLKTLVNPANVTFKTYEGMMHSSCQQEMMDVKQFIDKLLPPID
# pPAFAH inh = inhibitors of human plasma PAF acetylhydrolase (pPAFAH). Q13093. recombinant pPAFAH, FP-rhodamine probe fluorescence polarization. 330,000 compounds, 1.5% hits. inhibition, % at 3.39 µM;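 active = inhibition above the mean inhibition across the screen plus 3 SD, cut at about 25% in these data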;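 note: inhibitors block binding of the rhodamine activity-based probe so polarization drops; 0% = enzyme with DMSO and 100% = wells lacking pPAFAH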
# PREPL inh = human PREPL enzyme inhibition | Q4J6C6 | 320,000 compounds, 0.68% hits | AID 2751 | recombinant PREPL, fluorescence polarization activity-based probe | inhibition, % at 5.96 µM; in the data active = inhibition above about 43%;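 note: 0% = enzyme with DMSO and 100% = wells lacking enzyme; many of its hits are not listed in these tables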
# PAFAH1B3 FP inh = blocks human PAF acetylhydrolase 1B catalytic subunit 3. recombinant PAFAH1B3, FP-rhodamine probe, fluorescence polarization. 340,000 compounds, 0.28% hits. AID 492972. inhibition, % at 3.39 µM. Q15102;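 active = inhibition above the screen-wide average of all tested compounds plus 3 SD, cut at about 25% in these data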;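 note: 0% = enzyme with DMSO only and 100% = wells lacking PAFAH1B3 protein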
# Starred values were filed as active, the others as inactive; · = not tested or not shown. Not all compounds are listed. The share of hits here may be higher or lower than overall.
SMILES,LYPLA2 counter,GSTO1 inh,PAFAH2 inh,PAFAH1B2 FP inh,PAD4 inh,LYPLA1 inh,pPAFAH inh,PREPL inh,PAFAH1B3 FP inh
CCN1CCN(C(=O)COc2cc(=O)n(CC)c3ccccc23)CC1,-4,-1,-7,4,1,-1,3,14,3
Clc1ccc(CO/N=C(\Cn2ccnc2)c2ccc(Cl)cc2Cl)c(Cl)c1,4,2,·,·,-2,-1,18,-14,·
Cn1c(O)c(C=NCCN2CCN(C(=O)Nc3ccccc3)CC2)c(=O)n(C)c1=O,10,-5,·,·,2,-2,1,16,·
CC(=O)O[C@@H]1CC[C@]2(C)C3CC[C@]4(C)C(=O)[C@H](O)CC4C3[C@@H](OC(C)=O)C[C@H]2C1 (some centres undefined),·,·,-2,0,-2,·,-2,19,5
Clc1cccc(Cl)c1C1N2CCCN12 (centres undefined),0,0,1,0,1,-1,-4,14,-4
C#CCN1CCN(c2cccc(C(F)(F)F)c2)CC1,2,8,0,4,-5,-1,1,-2,3
C=C1C(=O)O[C@@H]2C[C@@H](C)[C@@H]3C=CC(=O)[C@@]3(C)[C@@H](OC(=O)CC(=O)O[C@H]3[C@@H]4C(=C)C(=O)O[C@@H]4C[C@@H](C)[C@@H]4C=CC(=O)[C@]43C)[C@H]12,-15,-17,-2,-13,-12,-8,-8,4,-13
COP(=O)(OC)C(NC(=O)/C=C/c1ccccc1)C(Cl)(Cl)Cl (centres undefined),-2,39*,-1,-1,-5,2,4,4,11
CN1CCN(c2ccc([N+](=O)[O-])c3cccnc23)CC1,1,3,3,7,-5,2,7,1,2
C/C=C1/CC(C)C(C)(O)C(=O)OCC2CCN3CCC(OC1=O)C23 (centres undefined),3,7,6,1,-2,-2,-1,1,1
COc1cc(OC)c(OC)cc1C=O,·,·,0,1,-9,·,5,5,-2
O=c1c2ccccc2nc(/C=C/c2ccc3c(c2)OCO3)n1-c1cccc(O)c1,-8,-2,7,4,-1,-6,5,-6,4
COc1ccc(-n2c(-c3ccco3)nc3ccccc3c2=O)cc1,1,-1,-6,2,-2,2,-1,16,6
COC(=O)C1=C(c2ccc(S(C)(=O)=O)cc2)C[C@@H]2CC[C@H]1N2C(=O)N1CCCC1,2,2,0,3,1,-2,2,7,18
Cc1ccc(/C=C2\C(=O)NC(=O)N(CC3CCCO3)C2=O)s1 (centres undefined),-13,19,33*,5,-8,-4,0,8,2
O=C1NC(=O)C(=Cc2ccc(OCCOc3ccc([N+](=O)[O-])cc3)cc2)C(=O)N1,25,10,2,15,-6,3,6,-2,17
Cc1cc(NC(=O)COC(=O)c2c(C)nn(Cc3ccccc3Cl)c2Cl)no1,0,-13,5,1,0,-3,9,5,-5
O=C(COC(=O)Cc1ccccc1)Nc1nnc(-c2ccccc2)o1,-1,15,7,8,-3,0,0,-6,4
CN1CCN(c2c[nH]c(=O)[nH]c2=O)CC1,1,-4,-3,3,6,-3,-1,-4,0
CNC(C(=O)c1ccccc1)C(OC)c1cccc([N+](=O)[O-])c1 (centres undefined),3,-2,0,9,-7,1,8,5,4
CCCCCCn1c(O)c(C=Nc2c(C)n(C)n(-c3ccccc3)c2=O)c(=O)[nH]c1=O,6,-11,5,6,-3,5,6,7,14
CCC1CCCCN1CC(=O)c1ccc(OC(F)F)cc1 (centres undefined),-2,3,-5,6,0,-1,-3,-6,3
CCc1ccccc1NC(=O)CSc1nnc([C@@H](N)Cc2c[nH]c3ccccc23)o1,6,1,-2,1,1,0,10,18,2
Cc1ccsc1C(=O)C1CCCN(Cc2cc3ccccc3o2)C1 (centres undefined),4,4,1,4,3,4,2,-53,0
Cc1ccc(-n2c(O)c(/C=N/N3CCCCC3c3cccnc3)c(=O)[nH]c2=S)cc1 (centres undefined),0,-8,-25,-4,-2,-3,4,3,-13
Cc1c(C(c2ccc(O)cc2)c2c(O)c3ccccc3oc2=O)c(=O)n(-c2ccccc2)n1C (centres undefined),5,3,-2,1,-1,1,4,9,5
COc1cc(/C=C/c2nc3ccccc3c(=O)n2-c2ccc(O)cc2)ccc1O,-1,-13,3,6,-1,-8,6,3,6
CCOC(=O)CC1=C(C(=O)OCC)C2(C(=O)N1)C(C(=O)OC)=C(N)Oc1ccccc12 (centres undefined),9,0,-11,-3,-1,8,0,-3,2
COc1ccc(-n2c(Cc3ccccc3)nc3ccccc3c2=O)cc1,1,6,-2,0,-1,4,0,6,0
COc1ccccc1OCCCn1cc(C(C)=O)c2ccccc21,1,-7,-5,6,0,0,3,4,1
CCn1cc(C(=O)N2CCC3(CC2)OCCO3)c(=O)c2cc(S(=O)(=O)N3CCCC3)ccc21,2,1,3,8,-7,-5,5,4,8
CCC[N+]12CCC(CC1)C(C(O)(c1ccccc1)c1ccccc1)C2 (centres undefined),6,2,6,4,0,2,-4,-2,9
COc1ccc(CC2C(=O)NC(=O)N(c3ccccc3)C2=O)c(OC)c1 (centres undefined),1,0,6,1,-3,3,4,19,9
COC(=O)C1=C(c2ccc(C(C)=O)cc2)C[C@@H]2CC[C@H]1N2C(=O)NCCO,-1,·,6,-7,0,3,2,-10,5
CN1CCN(Cc2cc(C(C)(C)C)c(O)c(C(C)(C)C)c2)CC1,-2,-14,-5,7,0,-3,-3,10,7
O=c1[nH]c(O)c(C=Nc2cccc(F)c2)c(=O)[nH]1,1,-5,-2,3,-4,2,-1,6,7
c1ccc(CNCCc2ccc3c(c2)OCO3)nc1,0,-7,-9,-2,-4,-2,-8,4,-11
Cc1ccc(-c2nc3ccccc3c(=O)n2-c2cccc(C)n2)cc1,-1,-4,·,·,4,2,2,-1,·
C=Cn1c(P(=S)(N2CCOCC2)N2CCOCC2)cc2c1CCCC2,6,-5,10,6,-1,4,2,7,1
CC(C)c1ccc(NC(=O)N2C[C@H]3C[C@@H](C2)c2cccc(=O)n2C3)cc1,2,5,3,0,-3,3,7,-3,6
CCOC(=O)C1(CCCc2ccccc2)CCN(C2CCCC2)CC1,-3,7,2,-1,2,-1,-6,-10,-2
CCOc1nc(NC(C)C)nc(N2CC3CC(C2)c2cccc(=O)n2C3)n1 (centres undefined),7,7,-2,1,1,-1,8,0,-1
Cc1ccc2c(c1)c(=O)c1c3n2CCN(CC#N)C3CC1 (centres undefined),-9,9,0,11,-4,-3,3,4,-3
N=c1c[n+](CC23CC4CC(CC(C4)C2)C3)[n-]o1,-1,-12,-3,9,-1,0,1,-6,-7
O=C1NC(=O)C(CCc2ccncc2)(CCc2ccncc2)C(=O)N1C1CCCCC1,2,0,1,0,-5,4,5,-3,7
CN1CC(C(=O)c2cccs2)C(c2ccc(Cl)cc2)C1 (centres undefined),0,0,-7,5,-3,-1,3,-11,2
O=[N+]([O-])c1ccc(C2C3C(c4ccccc4)=NC4(CCCC4)N32)cc1 (centres undefined),17,0,-7,0,-1,6,1,14,-4
CCN(CC)S(=O)(=O)c1ccc(C(=O)NC2CN3CCC2CC3)cc1 (centres undefined),-2,-4,-6,3,-1,-1,-2,13,8
Ic1ccccc1CN[C@@H]1C2CCN(CC2)[C@@H]1C(c1ccccc1)c1ccccc1,-1,4,1,-1,5,-1,-2,42,0
Cc1nn(Cc2ccccc2)c(C)c1C(=O)OCC(=O)NCc1ccco1,2,6,-11,2,0,-2,6,14,-3
O=C(O)c1ccc(Cl)nc1,-1,6,-1,-2,-3,-1,1,-1,11
Cc1cc2c(s1)NC(=O)CN=C2c1cccs1,2,-8,4,3,1,-1,10,-12,1
CN1CCc2nc3ccc(F)cc3c(C(N)=O)c2C1,3,-5,-2,4,-4,0,-3,-2,1
O=[N+]([O-])NC1=NCCN1Cc1ccc(Cl)nc1,2,5,-7,-2,-9,0,-8,-5,3
COC(=O)CC1=C(C(=O)OC)C2(C(=O)Nc3c(C)cccc32)C(C#N)=C(N)O1 (centres undefined),-4,12,3,6,6,-1,-4,-2,4
O=C(c1ccc(Cl)cc1)C1CCCN(Cc2ccon2)C1 (centres undefined),0,-2,-4,1,-5,-4,6,-4,-6
Oc1c(Br)cc(Br)cc1CN1CCN(Cc2ccccc2)CC1,5,3,5,0,1,3,3,8,3
CN1CCN(Cc2cn(C)c3ccccc23)CC1CCO (centres undefined),0,0,6,-2,-4,1,-2,-8,4
C=CCn1c(O)c(C(C)=NCCN2CCN(C(=S)NC)CC2)c(=O)[nH]c1=O,3,5,0,4,0,3,1,-1,3
CC(O)CNc1ccc([N+](=O)[O-])c2cccnc12 (centres undefined),-1,6,-7,0,-3,5,1,6,5
CC(C)(C)c1nc(N2CCN(C(=O)c3ccco3)CC2)c2nnn(Cc3ccccc3Cl)c2n1,-7,-3,-14,-7,4,-2,11,-3,-2

# Arranged by length of the SMILES (largest number first): part of the list above
SMILES,LYPLA2 counter,GSTO1 inh,PAFAH2 inh,PAFAH1B2 FP inh,PAD4 inh,LYPLA1 inh,pPAFAH inh,PREPL inh,PAFAH1B3 FP inh
CC(C)(C)c1nc(N2CCN(C(=O)c3ccco3)CC2)c2nnn(Cc3ccccc3Cl)c2n1,-7,-3,-14,-7,4,-2,11,-3,-2
COC(=O)CC1=C(C(=O)OC)C2(C(=O)Nc3c(C)cccc32)C(C#N)=C(N)O1 (centres undefined),-4,12,3,6,6,-1,-4,-2,4
Ic1ccccc1CN[C@@H]1C2CCN(CC2)[C@@H]1C(c1ccccc1)c1ccccc1,-1,4,1,-1,5,-1,-2,42,0
O=[N+]([O-])c1ccc(C2C3C(c4ccccc4)=NC4(CCCC4)N32)cc1 (centres undefined),17,0,-7,0,-1,6,1,14,-4
Cc1nn(Cc2ccccc2)c(C)c1C(=O)OCC(=O)NCc1ccco1,2,6,-11,2,0,-2,6,14,-3
Oc1c(Br)cc(Br)cc1CN1CCN(Cc2ccccc2)CC1,5,3,5,0,1,3,3,8,3
CN1CC(C(=O)c2cccs2)C(c2ccc(Cl)cc2)C1 (centres undefined),0,0,-7,5,-3,-1,3,-11,2
O=C(c1ccc(Cl)cc1)C1CCCN(Cc2ccon2)C1 (centres undefined),0,-2,-4,1,-5,-4,6,-4,-6
O=[N+]([O-])NC1=NCCN1Cc1ccc(Cl)nc1,2,5,-7,-2,-9,0,-8,-5,3
CN1CCN(Cc2cn(C)c3ccccc23)CC1CCO (centres undefined),0,0,6,-2,-4,1,-2,-8,4
Cc1cc2c(s1)NC(=O)CN=C2c1cccs1,2,-8,4,3,1,-1,10,-12,1
O=C(O)c1ccc(Cl)nc1,-1,6,-1,-2,-3,-1,1,-1,11
